Compound activity as filed in PubChem BioAssay.
Lamin A splicing = LMNA splicing modulation; AID 1487; 0.01% of 200,000 active; HeLa LMNA splicing GFP/RFP minigene ratio, 48 h; Potency, µM (titrated, usually from 46.1 µM), for inactives: at the top dose ratio change, negative = inhibition, actives largely listed as inhibitors; active = well fitted inhibition curve with a large enough effect in the signal ratio, with a control signal flat, not every such curve was filed as active; inconclusive = small, poorly fitted or top-dose-only effect, or effect the other way, or a change in a side signal; the % refers to the signal ratio; also: potency is read from the fitted curve at half-maximal effect; % is scaled to controls: 0 for no effect and ±100 for the full control effect
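Read-out is the ratio of GFP to DsRed2 object intensity, acquired by 488 nm laser-scanning cytometry on HeLa lamin A-EGFP minigene reporter cells. Compound incubation 48 hrs at 37 °C in Opti-MEM with 2% FBS; DMSO 0.5% final.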
IMPase Li inh = cell-permeable IMPase inhibitors with lithium potentiation. Potency, µM (doses to about 59.4 µM), for inactives: at the top dose activity, negative = IMPase inhibition, usual class: inhibitors. AID 1457. 0.35% of 210,000 active. CHO-M1 cells, IP1 TR-FRET (IP-One), carbachol + lithium;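 also: IP1 builds up when IMPase is blocked and the TR-FRET signal falls; potency is read from the fitted curve at half-maximal effect; plate controls were basal vehicle for no effect and high inhibitor control for full effect; nearly all actives have a fitted effect of over 50% in size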
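Steps: plate 2000 CHO-M1 cells per well and culture 16–30 h; add compound and lithium; incubate 30 min, 37C; add d2-IP1 tracer and Eu cryptate anti-IP1 antibody in lysis buffer; read after 10 min at room temperature.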
KinaseGlo FLuc = Kinase-Glo luciferase inhibition (counter-screen); Q27757; Kinase-Glo luciferase, ATP luminescence, 8 min; Potency, µM (doses to about 38.3 µM), for the others: at the highest dose activity change, negative = inhibition, actives largely listed as inhibitors; 0.28% of 200,000 active; AID 1379; also: potency is read from the fitted curve at half-maximal effect; % is scaled to controls: 0 for no effect and ±100 for the full control effect; nearly all actives have a fitted effect of over 60% in size
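Luminescence was the read-out, taken after 8-minute incubation at ambient temperature. Luciferase turned over luciferin with 10 uM ATP in imidazole pH 7.2 buffer containing KCl, MgCl2, Tween 20 and BSA.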
CBFb RUNX1 block = blocks binding between human CBF-beta and RUNX1. AlphaScreen CBFb-His/RUNX1-biotin binding, biochemical. Potency, µM (titrated, usually from 59.8 µM), inactives show at the highest dose activity, negative = inhibition, actives largely listed as inhibitors. 230,000 tested, under 10 active. Q01196+Q13951; also: % of control where 0% means no effect
Target sequence (Q01196 whole entry, looked up): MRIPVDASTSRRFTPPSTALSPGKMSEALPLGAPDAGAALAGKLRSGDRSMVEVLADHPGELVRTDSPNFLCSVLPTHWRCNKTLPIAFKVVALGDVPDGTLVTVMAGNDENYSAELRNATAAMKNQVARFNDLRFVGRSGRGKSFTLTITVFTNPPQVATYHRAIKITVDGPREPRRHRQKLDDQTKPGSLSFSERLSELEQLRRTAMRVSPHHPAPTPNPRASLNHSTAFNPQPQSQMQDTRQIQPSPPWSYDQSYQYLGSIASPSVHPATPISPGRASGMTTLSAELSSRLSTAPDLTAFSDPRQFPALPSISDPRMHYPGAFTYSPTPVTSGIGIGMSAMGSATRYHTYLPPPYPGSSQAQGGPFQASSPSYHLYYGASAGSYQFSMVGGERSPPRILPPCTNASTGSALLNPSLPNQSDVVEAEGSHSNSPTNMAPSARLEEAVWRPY
Target sequence (Q13951 whole entry, looked up): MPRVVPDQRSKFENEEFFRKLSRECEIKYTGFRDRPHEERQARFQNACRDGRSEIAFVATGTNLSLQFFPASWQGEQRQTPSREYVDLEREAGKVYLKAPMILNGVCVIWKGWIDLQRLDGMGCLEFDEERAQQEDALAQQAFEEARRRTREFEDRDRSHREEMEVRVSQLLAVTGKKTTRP
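Bead-based AlphaScreen assay; binding partners His-tagged CBF-beta and biotinylated RUNX1 at 30 nM each. Compound exposure 15 min after a 20-min protein preincubation; bead step 90 min; all steps at room temperature.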
NPSR antag = neuropeptide S receptor (human) antagonism, cAMP; 1% of 220,000 active; CHO-NPSR cells, cAMP TR-FRET, antagonist mode; Potency, µM (doses to about 38.3 µM), without a hit: at the top dose activity change, negative = inhibition, actives largely listed as inhibitors; also: potency is read from the fitted curve at half-maximal effect; % is scaled to controls: 0 for no effect and ±100 for the full control effect; nearly all actives have a fitted effect of over 50% in size; many of its hits are not listed in these tables
Target sequence (Q6W5P4 whole entry, looked up): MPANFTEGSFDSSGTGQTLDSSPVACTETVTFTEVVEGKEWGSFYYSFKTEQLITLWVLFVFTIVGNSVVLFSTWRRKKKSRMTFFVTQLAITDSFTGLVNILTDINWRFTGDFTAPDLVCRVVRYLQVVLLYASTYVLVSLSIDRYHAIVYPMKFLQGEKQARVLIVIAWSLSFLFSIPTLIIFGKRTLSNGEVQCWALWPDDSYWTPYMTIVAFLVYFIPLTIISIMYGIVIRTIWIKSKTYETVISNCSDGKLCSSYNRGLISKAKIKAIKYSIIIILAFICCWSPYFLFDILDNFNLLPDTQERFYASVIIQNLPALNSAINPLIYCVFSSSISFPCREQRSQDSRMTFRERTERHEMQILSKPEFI
HTT aggregate = reduces HttQ103-GFP aggregates in PC12 cells | PC12 HttQ103-GFP aggregates, Acumen cytometry, 40 h | Potency, µM (highest dose often 46.1 µM), for the others: at the top dose activity change, negative = inhibition, usual class: inhibitors | 1.1% of 220,000 active; also: potency is read from the fitted curve at half-maximal effect; % is scaled to controls: 0 for no effect and ±100 for the full control effect; nearly all actives have a fitted effect of over 60% in size
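PC12 cells stably carrying ecdysone-inducible HTT exon 1 Q103–GFP were induced with tebufenozide (100 nM final) and treated with library compounds in titration. GFP aggregates in lysates were counted by laser scanning cytometry.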
Epigenetic reg = derepresses silenced GFP reporter in murine cells. murine LDR cells, GFP reporter derepression, 30 h. AID 1865. 0.2% of 280,000 active. Potency, µM (top dose mostly 53.9 µM), without a hit: top-dose GFP activation, most hits filed as activators; also: potency is read from the fitted curve at half-maximal effect; % of control where 0% means no effect; nearly all actives have a fitted effect of over 60% in size
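Murine LDR cells carrying a silenced, genomically integrated CMV-driven GFP reporter were exposed to compound for 30 hours at 37 C. After PBS washes, GFP-positive cells (20–120 um objects) were counted by laser-scanning microplate cytometry.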
Active calls of the source: *; ? = inconclusive; / = no result given; [ ] = dose if it differs, or a comment. Unless noted, calls follow the shape of the dose curve; as a rule, active = well fitted curve in the direction sought with a large enough effect; inconclusive = small, poorly fitted or top-dose-only effect, or another doubt; inactive = no such curve, though single readings can be large; an effect the other way counts as inactive or inconclusive. This is a subset (hit frequency here may not be typical).

The first three compounds as a preview:
SMILES	Lamin A splicing	IMPase Li inh	KinaseGlo FLuc	CBFb RUNX1 block	NPSR antag	HTT aggregate	Epigenetic reg
CCN(CC)CCCNC(=O)c1ccc(N2CCCCC2)c(NS(=O)(=O)c2ccc(C)cc2)c1	/	0%	0%	7%	-31%	?	2.7%
O=[N+]([O-])c1ccc(NCCCNS(=O)(=O)c2ccccc2)cc1	7%[46 µM]	13%	0%	?	-11%	7%[9.22 µM]	-0.7%[10.1 µM]
N#Cc1ccc(-c2ccc(F)cc2)nc1Oc1ccccc1	19%	-2%[38.3 µM]	-2%	3%	-28%[46.1 µM]	14%	-0.4%

Main list, previewed entries included:
SMILES	Lamin A splicing	IMPase Li inh	KinaseGlo FLuc	CBFb RUNX1 block	NPSR antag	HTT aggregate	Epigenetic reg
CCN(CC)CCCNC(=O)c1ccc(N2CCCCC2)c(NS(=O)(=O)c2ccc(C)cc2)c1	/	0%	0%	7%	-31%	?	2.7%
O=[N+]([O-])c1ccc(NCCCNS(=O)(=O)c2ccccc2)cc1	7%[46 µM]	13%	0%	?	-11%	7%[9.22 µM]	-0.7%[10.1 µM]
N#Cc1ccc(-c2ccc(F)cc2)nc1Oc1ccccc1	19%	-2%[38.3 µM]	-2%	3%	-28%[46.1 µM]	14%	-0.4%
O=C1NCC(COCc2ccco2)O1 (stereo not drawn)	3%	-10%[38.3 µM]	-3%	2%	-19%[46.1 µM]	-1%	-1.6%
Cc1ccc(NC(=S)NCCN2CCOCC2)cc1F	5%[46 µM]	-1%	1%	5%	1%	23%	0.0%
CCCCCCCOC(=O)C1=C(C)Nc2ncnn2C1c1cccs1 (stereo not drawn)	?	33%[activator][38.3 µM]	-3%	2%	-19%[46.1 µM]	?	2.1%
O=C(CN1C(=O)CCC1=O)Nc1ccc(Br)cc1	-1%	3%[38.3 µM]	3%	-7%	-2%[46.1 µM]	-15%[9.22 µM]	-0.5%
CCc1cc2c(N3CCN(c4ccccc4)CC3)ncnc2s1	10%	29%[38.3 µM]	-1%	0%	?	?	-1.2%
C/C(=N\O)C(C)(C)Nc1ccc(Cl)cc1	/	/	/	7%	-2%	9%[9.22 µM]	0.0%
C1=C(CCNc2ncnc3c2[nH]c2ccccc23)CCCC1	?	21%	1%	-19%	-29%	?	-1.1%
CC(C)C(NC(=O)C1CCCCC1)C(=O)NCCc1ccccc1 (stereo not drawn)	/	2%	1%	0%	4%	-1%	2.0%
O=C(O)c1ccc(Cl)c(S(=O)(=O)NCC2CCCO2)c1 (stereo not drawn)	4%	34%[38.3 µM]	-3%	1%	0%[46.1 µM]	-1%	0.0%
O=C(Cn1c(=O)c(=O)n(Cc2ccccc2)c2ccc(Cl)cc21)Nc1cccc(F)c1	-6%	?	3%	-6%	?	-4%	6.2%
COc1ccc(C2Nc3ccccc3C(=O)N2C2CCCCC2)cc1 (stereo not drawn)	/	8%	0%	1%	?	21%	-1.9%
COc1ccc(CNC(=O)CCc2c(C)nc3cc(-c4ccccc4OC)nn3c2C)cc1	/	/	/	9%	-21%	-5%[9.22 µM]	0.0%
Cc1csc(NC(=O)c2ccc(-c3ccc(Cl)cc3Cl)o2)n1	0%	-9%	-1%	14%	-35%	-10%	0.0%
Cn1c(=O)[nH]c(=O)c2c1nc(SCCN1CCCCC1)n2CCCc1ccccc1	-2%	10%[38.3 µM]	-1%	4%	6%[46.1 µM]	-3%	0.1%
C=C1c2ccccc2O[C@H](C(=O)OCC)C1OC (mixture of isomers)	/	6%	-3%[39.9 µM]	-3%[89.1 µM]	/	/	-0.9%[96.6 µM]
NC(=O)CN1N=C(c2cc(Cl)sc2Cl)CSC1=O	1%	3%	1%	1%	7%[46.1 µM]	-6%	-1.2%
Cc1c(Cl)cccc1NC(=O)Cc1ccc([N+](=O)[O-])cc1	-37%[46 µM]	7%	-3%	37%	-5%	-10%	-1.1%
c1ccc(-n2nnnc2Sc2ncnc3sc4c(c23)CCCC4)cc1	?	8%	0%	3%	-26%	?	-1.9%
Cn1cccc1CNCc1ccccc1Cl	-3%	4%[38.3 µM]	-1%	-7%	1%[46.1 µM]	23%	1.8%
Cn1ncc(Br)c1C(=O)NCc1cccs1	-14%	32%[38.3 µM]	-3%	3%	12%[46.1 µM]	?	0.0%
Cc1ccc(C(=O)NCCSC(C)(C)C)cc1[N+](=O)[O-]	-5%	8%	5%	-1%	-2%	-19%	-0.9%
Cc1cc(OCC(=O)N2CCCC2)ccc1Cl	13%	1%[38.3 µM]	-1%	7%	17%[46.1 µM]	-5%	-2.0%
O=C(C1CCCO1)N1CCN(C(=S)Nc2ccc(F)cc2)CC1 (stereo not drawn)	-9%	5%	0%	1%	8%	-3%	0.0%
N#CC(c1ccc(Cl)cc1)c1nc2ccccc2nc1C(F)(F)F (stereo not drawn)	7%	21%[38.3 µM]	3%	-4%	?	?	-1.2%
COc1ccc(/C=N/NC(=S)NC2CCS(=O)(=O)C2)cc1 (stereo not drawn)	8%	/	/	2%	0%[46.1 µM]	-3%	-0.9%
CCCn1c(C)cc(C)c(C#N)c1=O	-8%	-6%	-3%	2%	11%	4%	-1.1%
O=C(c1ccco1)n1nc(-c2ccccc2)nc1SCc1ccccc1	-4%	23%[38.3 µM]	-1%	6%	-9%[46.1 µM]	-4%	0.1%
COc1ccc(CC(=O)Nc2ccc(N3CCOCC3)cc2)cc1S(=O)(=O)N1CCOCC1	/	/	/	-1%	6%	-2%[9.22 µM]	-0.7%
O=C(COc1ncnc2sccc12)NC1CCCc2ccccc21 (stereo not drawn)	-9%	2%	0%	-1%	-10%[46.1 µM]	-11%	0.0%
Cc1cccc(NC(=O)c2ccccc2NC(=O)CCC(=O)O)c1	6%	0%	1%	-3%	9%	-13%	0.0%
C#CCNC(=O)c1cc2sccc2n1C	?	-4%	-4%	2%	-20%	2%[9.22 µM]	-1.0%
CC(C)C(C)NC(=O)CN1C(=O)NC2(CCCc3ccccc32)C1=O (stereo not drawn)	/	0%	0%	7%	3%	-3%	0.0%
O=C(C(c1ccccc1)c1ccccc1)N1CCN(Cc2ccc(Br)cc2)CC1	?	-2%[38.3 µM]	-4%	6%	?	-24%	0.0%
Cc1ccc(OCc2ccc(C(=O)NN)o2)cc1C	/	/	/	5%	-22%	14%[9.22 µM]	-1.0%
O=C(CCc1nnc(-c2ccc3c(c2)OCO3)o1)N(Cc1ccncc1)CC1CCCO1 (stereo not drawn)	7%[46 µM]	1%	-2%	9%	-19%	16%[9.22 µM]	1.0%
CN(C)CCC(=O)c1ccc(F)cc1	/	/	/	10%	9%	0%[9.22 µM]	0.1%
Cc1ccc(N(CC(=O)NC2CCCC2)C(=O)c2ccc(C)s2)cc1	/	6%	3%	1%	-41%	-9%[9.22 µM]	-2.8%
CCCOc1ccc(-c2nc(C#N)c(N3CCC(C(N)=O)CC3)o2)cc1	26%	-10%[38.3 µM]	-2%	-8%	-9%[46.1 µM]	22%	-2.0%
COc1ccc(NC(=O)N2CCC(CO)(CC3CCCCO3)CC2)c(OC)c1 (stereo not drawn)	/	/	/	2%	-9%	13%[9.22 µM]	3.2%
O=C(NCc1cccnc1)c1ccc(NC(=O)c2ccco2)cc1	-12%	-5%	2%	5%	-7%[46.1 µM]	-10%	0.0%
COc1ccc(C(=O)NCc2nnc(SCC(=O)Nc3ccc4c(c3)OCO4)o2)cc1	/	11%	2%	-2%	10%	5%	-1.5%
COCC(C)Nc1ccc(S(=O)(=O)N2CCCC2)cc1[N+](=O)[O-] (stereo not drawn)	/	1%	2%	-1%	21%	1%	3.6%
COC(=O)c1sccc1NC(=O)c1cccnc1	-1%	-13%[38.3 µM]	-7%	-2%	-10%[46.1 µM]	21%	0.7%
CCOc1ccccc1N1CC(C(=O)Nc2ccc3c(c2)OCCO3)CC1=O (stereo not drawn)	/	-8%	-1%	14%	3%	-2%	0.8%
CCNC(=O)c1cc2c(=O)n3cccc(C)c3nc2n(Cc2ccc(C)cc2)c1=N	6%	12%[38.3 µM]	-4%	1%	-2%[46.1 µM]	5%	?
Cc1nc2ccccc2nc(C)c1=NOCc1ccc(C#N)cc1	-14%	8%	-2%	-4%	-2%	11%	-1.1%
COc1cccc2c3c(c(=O)[nH]c12)CCC(C)(C)O3	-9%	35%[38.3 µM]	-1%	-2%	-8%[46.1 µM]	-12%	-1.0%
O=C(CC1CCCCC1)NCCOc1ccccc1	?	7%	1%	7%	6%	14%	1.0%
Cc1ccc(-c2csc(NC(=S)NC(=O)c3cc4ccccc4o3)n2)cc1	3%	-11%	-2%	7%	14%	0%	-1.0%
C=CCOc1cccc(CNCCCN2CCOCC2)c1	/	15%	-1%	4%	15%	-7%[9.22 µM]	0.2%
O=C1CC(c2ccco2)CC(O)=C1C=NCCN1CCN(C2CC(=O)N(c3ccccc3)C2=O)CC1 (stereo not drawn)	0%	2%	1%	1%	-8%[46.1 µM]	-10%	0.1%
Cc1ccccc1N(CC(=O)Nc1ccc(S(=O)(=O)N2CCOCC2)cc1)S(C)(=O)=O	/	14%	9%	6%	29%	5%	0.2%
O=c1c2cc(Br)ccc2nc(-c2ccc([N+](=O)[O-])cc2)n1O	/	8%	1%	2%	-3%	11µM*	-1.2%
CC(N)=NCCCC(N)C(=O)O (stereo not drawn)	-19%	5%	0%	5%	-11%[46.1 µM]	/	-1.2%
O=C(CSc1nnc(-c2cccc(Cl)c2)o1)Nc1ccc2c(c1)OCCO2	-19%	2%	1%	11%	?	-19%	4.7%
COc1cccc(-c2nc(CS(=O)(=O)c3ccccc3)no2)c1	-12%	-4%	0%	16%	-9%[46.1 µM]	-19%	-2.1%
O=C(Nc1nc2ccc(F)cc2s1)C1=NN(c2ccccc2)C(=O)CC1	-9%	2%	-3%	11%	9%	-14%	?
CCCc1cc(C(=O)N2CCN(C(c3ccccc3)c3ccccc3)CC2)no1	-17%	38%[activator][38.3 µM]	-2%	19%	?	22µM*	0.8%

Looked up one by one from the entries so far:
SMILES	Lamin A splicing	IMPase Li inh	KinaseGlo FLuc	CBFb RUNX1 block	NPSR antag	HTT aggregate	Epigenetic reg
CCOc1ccccc1N1CC(C(=O)Nc2ccc3c(c2)OCCO3)CC1=O (stereo not drawn)	/	-8%	-1%	14%	3%	-2%	0.8%
COc1ccc(C(=O)NCc2nnc(SCC(=O)Nc3ccc4c(c3)OCO4)o2)cc1	/	11%	2%	-2%	10%	5%	-1.5%
CCCn1c(C)cc(C)c(C#N)c1=O	-8%	-6%	-3%	2%	11%	4%	-1.1%
